Compound activity: PubChem BioAssay, several laboratories
RmlCD inh 1536 = blocks M. tuberculosis RmlC and RmlD coupled enzymes. P9WH09+P9WH11. RmlC+RmlD coupled enzyme assay, percent inhibition; primary screen in compound mixtures. inhibition, % at 3.6 µM. 0.03% of 160,000 active; in the data active = inhibition mostly above about 34%, no sharp cut-off; also: some results filed as inactive read as strong as hits
Target sequence (P9WH09 whole entry, looked up): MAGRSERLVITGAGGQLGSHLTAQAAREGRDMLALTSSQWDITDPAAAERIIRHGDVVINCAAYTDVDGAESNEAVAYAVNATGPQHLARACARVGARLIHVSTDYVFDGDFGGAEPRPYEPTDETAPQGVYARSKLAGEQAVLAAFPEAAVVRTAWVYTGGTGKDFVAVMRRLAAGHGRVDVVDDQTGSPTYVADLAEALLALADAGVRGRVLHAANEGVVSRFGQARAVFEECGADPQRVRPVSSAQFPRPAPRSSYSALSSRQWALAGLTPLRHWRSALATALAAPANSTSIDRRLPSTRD
Target sequence (P9WH11 whole entry, looked up): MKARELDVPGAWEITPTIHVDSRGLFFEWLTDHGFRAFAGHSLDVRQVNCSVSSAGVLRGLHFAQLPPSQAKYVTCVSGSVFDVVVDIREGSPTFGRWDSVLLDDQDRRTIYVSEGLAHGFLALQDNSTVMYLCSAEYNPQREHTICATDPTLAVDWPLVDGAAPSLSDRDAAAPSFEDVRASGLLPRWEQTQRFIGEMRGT
M. tuberculosis GlmU = inhibition of mycobacterial GlmU enzyme – biochemical, glucosamine-1-phosphate acetyltransferase (AID 1376); M. tuberculosis GlmU acetyltransferase enzyme assay; higher % means a stronger effect; inhibition, %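 (tested at 30 µM in the primary screen)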; hits with a dose series show IC50 in µM; 0.25% of 220,000 active; in the data active = inhibition above about 13%;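 also: 0% = complete reaction with vehicle and 100% = reaction without substrate; strong numbers were not always called active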
The depositor's hits bear a star; nt = no result given. These rows are one share of the data; count on the stated rates, not on these rows.

SMILES	RmlCD inh 1536	M. tuberculosis GlmU
O=C1NC(=S)N(c2ccccc2F)C(=O)/C1=C\c1cccs1	5.4	12.2%
Cc1ccc(N2CC(C(=O)Nc3cccnc3)CC2=O)cc1 (stereo not given)	nt	-8.7%
CCn1c(SCC(=O)N2CCCc3ccccc32)nnc1-c1cccs1	-7.0	3.0%
O=C(Nc1ccccn1)c1ccco1	15.9	-2.8%
Cc1cc(NC(=O)c2cc3n(n2)C(C(F)(F)F)CC(c2ccco2)N3)n(-c2ccccc2)n1 (stereo not given)	22.6	-0.5%
CCOc1cc(/C=N/NC(=S)Nc2ccccc2C(F)(F)F)ccc1OCC(=O)N1CCOCC1	nt	3.2%
COc1ccccc1NC(=O)/C(C#N)=C/c1c(C)nn(-c2ccc(F)cc2)c1Cl	-4.2	-5.7%
Cc1onc(-c2c(Cl)cccc2Cl)c1C(=O)Nc1ccc(N2CCOCC2)cc1	8.6	2.5%
CCC/C(O)=C1\C(=O)CC(c2ccccc2)CC1=NCCc1c(C)[nH]c2ccc(C)cc12 (stereo not given)	nt	-0.3%
Cc1ccc(C(=O)CCC(=O)Nc2cccnc2)cc1C	17.5	1.4%
O=C(N/N=C/c1ccc(OC(=O)c2cccs2)cc1)c1cccc(F)c1	1.3	-1.6%
CN(C)S(=O)(=O)c1cccc(NC(=O)COC(=O)c2cc(=O)c3ccccc3o2)c1	nt	-2.8%
Cc1cccc(C(=O)Nc2ccc(N3CCN(S(C)(=O)=O)CC3)cc2)c1	5.0	-1.8%
CC(=O)c1cc(-c2ccccc2)n(CC(=O)Nc2cccc(C)c2C)c1C	7.4	2.4%
O=C(N=Nc1c(O)[nH]c2ccccc12)c1ccccc1NS(=O)(=O)c1cccs1	0.4	2.3%
Cc1cc(C)c2nc(SCC(=O)NC(=O)c3cccn3C)cc(C)c2c1	nt	-1.4%
COc1cccc(/C(C)=N/Nc2ncc(Cl)cc2Cl)c1	nt	1.5%
Cc1cc(N2CCCCC2)nc2c(C)cccc12	1.6	-6.2%
C[C@@H]1CCC[C@H](C)N1Cc1nc(Cc2ccccc2Cl)no1	nt	6.2%
O=C(N/N=C\c1cc(Br)c(Br)o1)C1COc2ccccc2O1 (stereo not given)	2.8	-0.6%
O=c1c2ccccc2nc(/C=C/c2ccccc2)n1CCc1ccccc1	-5.6	2.5%
Cc1cc([N+](=O)[O-])nn1CC(=O)N1c2ccccc2CC1C (stereo not given)	1.2	0.8%
COc1ccc(Nc2nc(OC)nc(N3CCN(c4ccc(OC)cc4)CC3)n2)cc1	-2.5	2.7%
C/C(=N\N=c1/scc(C)n1Cc1ccco1)c1cccc([N+](=O)[O-])c1	4.0	0.2%
CCC1(CC)C(=O)C(C)(C)C(=O)OC1c1ccccn1 (stereo not given)	nt	0.8%
Next section.
SMILES	RmlCD inh 1536	M. tuberculosis GlmU
Cc1[nH]c2ccccc2c1CCN(Cc1cccnc1)C(=S)Nc1ccc(F)cc1	4.7	-4.3%
CCOc1cc2c(cc1OCC)C(C(=O)O)C(c1ccc(OC)c(O)c1)N(C)C2=O (stereo not given)	nt	-2.7%
CCC(C(=O)Nc1nc(C)cs1)c1ccccc1 (stereo not given)	nt	0.5%
CCOCCCNC(=O)/C(C#N)=C/c1ccc(-c2ccc(S(=O)(=O)N3CCOCC3)cc2)o1	4.2	-5.2%
CCOC(=O)c1c(NS(=O)(=O)c2ccccc2)n(CCCOC)c2nc3ccccc3nc12	-1.1	-0.9%
CC(=O)Nc1ccc(NC(=O)CSc2ccccn2)cc1	nt	2.5%
CCN(CC)C(=O)C(=O)Nc1cc(C(F)(F)F)ccc1Cl	nt	0.1%
COc1cccc(Oc2ccc(C(F)(F)F)cc2N)c1	5.7	2.5%
CC(=O)OCCOCn1cnn2c(=O)c(Br)c(C)nc12	nt	10.5%
Cc1nccc(-c2cccc(NC(=O)c3ccccc3Cl)c2)n1	2.6	2.0%
CCOc1nc2ccccc2cc1/C=C/C(=O)O	-15.2	-3.7%
O=C(CNC(=O)c1cccc(Cl)c1)Nc1ccc(Br)cc1C(=O)c1ccccc1	10.7	-0.5%
COc1ccc(Cc2noc(CN3CCCC(C(=O)c4cccs4)C3)n2)cc1OC (stereo not given)	9.4	4.1%
CCOc1cc(N2CCOCC2)c(OCC)cc1NC(=O)Cn1cnc2c(=O)n(C)c(=O)n(C)c21	-1.4	-0.8%
CC1SCC(=O)N(CC(=O)NCCc2ccccc2)C1=O (stereo not given)	-10.8	-1.5%
COc1ccc(-c2c(C(C)=O)c(C)n(C)c2C)cc1	-5.4	1.9%
CCn1c(C)nc2cc(C(=O)NNC(=O)CCC3CCCCC3)ccc21	-9.4	1.9%
COc1ccc(C2C(C(=O)N3CCC(C)CC3)c3ccccc3C(=O)N2C)cc1 (stereo not given)	3.8	-3.6%
COc1cccc(/C=N/NC(=O)CN2CC(c3ccccc3)CC2=O)c1OC (stereo not given)	nt	1.0%
Cc1cc(Cl)ccc1OCC(=O)N1CCN(C)CC1	-13.6	-4.5%
C=CCNC(=O)c1cc(Cl)ccc1[N+](=O)[O-]	-5.4	6.4%
Cc1ccc(-c2csc(NC(=O)C3CC(=O)N(Cc4ccco4)C3)n2)cc1 (stereo not given)	-11.0	3.1%
O=C(Cn1nc(C(F)(F)F)c2c1CCC2)NC1CCCCC1	-6.4	nt
Cc1cccc(N(C(=O)Cn2nnc(-c3ccc(F)cc3)n2)C(C(=O)NC(C)(C)C)c2ccncc2)c1 (stereo not given)	3.9	5.5%
CCOc1ccc(NC(=O)COc2nsnc2N2CCOCC2)cc1	-9.9	5.6%
Following part
SMILES	RmlCD inh 1536	M. tuberculosis GlmU
CCOc1ccc(S(=O)(=O)N2CCCCCC2)cc1	13.6	-0.4%
CC1CC(Nc2cccc(O)c2)=CC(=O)O1 (stereo not given)	nt	-0.7%
Cc1ccc(CN2CCN(C3CCOCC3)CC2CCO)cc1 (stereo not given)	nt	-1.6%
S=C(NC1CC1)NC1CCCc2ccccc21 (stereo not given)	-1.7	2.3%
Cc1nn(-c2ccccn2)c2nc(-c3cccs3)cc(C(=O)NCc3ccco3)c12	-6.9	1.3%
CC(C)Oc1ccc(OCCNC2CCCC2)cc1	nt	2.5%
Cn1c(SCc2ccc(Br)cc2)nnc1-c1ccccn1	nt	4.1%
COc1ccc(-c2[nH]ncc2CN(C)Cc2nonc2C)c(OC)c1	9.2	1.2%
CN(/N=C/C=C/c1ccccc1)c1cc(=O)n(C)c(=O)[nH]1	nt	7.7%
CCOc1ccccc1CN1C(=O)NC(C)(c2ccccc2)C1=O (stereo not given)	0.7	2.6%
CCCCCn1c(CCC(=O)Oc2ccccc2OC)nc2c1c(=O)[nH]c(=O)n2CCCC	-11.2	3.2%
COc1cc(NC(=O)c2ccco2)c(C(=O)OCC(=O)c2c[nH]c3ccccc23)cc1OC	-2.6	2.6%
CCN1CCN(C(=O)c2cc3cc4ccc(OC)cc4nc3s2)CC1	12.8	-3.5%
Cc1ccc2sc3ccc(NC(=O)c4ccccc4Cl)cc3c(=O)c2c1	-0.2	-2.8%
COc1ccccc1C1/C(=C(/O)c2ccccc2)C(=O)C(=O)N1CC(C)O (stereo not given)	20.1	-1.4%
COc1cc(OC)cc(N2C(=O)CSCC2=O)c1	-11.8	5.2%
O=S(=O)(c1cnccc1N1CCN(/N=C/c2ccc(Br)cc2)CC1)N1CCCCC1	10.5	1.6%
O=C(NCc1ccccc1)c1csc(-c2cccnc2)n1	9.2	8.6%
O=C1NC(=O)C(CCc2ccncc2)(CCc2ccncc2)C(=O)N1Cc1ccc(F)cc1	-5.4	2.8%
C=CCN(CC=C)C(=O)C(=O)c1ccn(-c2c(C)csc2C(=O)OC)c1	nt	2.8%
S=C(Nc1ccc(Cl)cc1Cl)NC1CCN(Cc2ccccc2)CC1	4.8	-0.8%
Nn1c(Cc2cccc3ccccc23)n[nH]c1=S	13.9	6.3%
C/C(=N\OC(=O)c1ccccc1)c1cc(-c2ccc(Cl)cc2)no1	-2.4	0.7%
COc1ccc(N2CC(O)=C(c3nc(-c4ccc(F)cc4)cs3)C2=N)cc1OC	-12.8	6.5%
O=C(Nc1ccc2c(c1)OCCO2)c1ccc(Cl)c(S(=O)(=O)N2CCCCC2)c1	-3.9	-1.4%
(continued)
SMILES	RmlCD inh 1536	M. tuberculosis GlmU
COc1ccc(-n2ncc3c(Nc4cccc(C)c4)ncnc32)cc1	nt	3.6%
COc1ccc(S(=O)(=O)Nc2ccc3c(c2)OCO3)cc1C(=O)O	0.1	3.2%
O=C(NCc1ccccn1)c1ccc(CS(=O)(=O)Cc2ccc(Cl)cc2)o1	nt	3.5%
N/C(=N\OC(=O)Cc1ccc(Cl)cc1)c1ccccn1	0.1	-1.2%
CCCCn1c(=O)c(C(=O)Nc2ccccc2)c(O)c2ccccc21	6.5	1.6%
CC(C)C[C@H](NC(=O)c1nc[nH]c1C(=O)NCCCCCNC(=O)OC(C)(C)C)C(=O)OCc1ccccc1	nt	1.3%
Cc1ccsc1C(=O)OCC(=O)Nc1c(Cl)cccc1C(F)(F)F	nt	1.2%
CN(C)S(=O)(=O)c1ccc(C(=O)NNc2nc(-c3ccccc3)c3cc(Br)ccc3n2)cc1	5.9	-3.0%
COc1ccc(CC(NC(C)=O)C(=O)NC2CCN(c3nnnn3-c3ccccc3)CC2)cc1OC (stereo not given)	-10.2	6.6%
COc1cccc(CNC(=O)C2CCN(S(=O)(=O)N3CCCC3)CC2)c1	nt	-1.4%
O=S(=O)(Nc1nccs1)c1ccc(Nc2nnc(-c3ccccc3)c3ccccc23)cc1	49.9	1.3%
CCn1ncc(/C=N\NC(=O)c2cc(-c3ccc(C)cc3C)nc3ccccc23)c1C	8.5	3.3%
NC(=O)COC(=O)c1cccnc1Nc1ccccc1F	2.5	1.4%
COC(=O)CNc1n[nH]c(=S)[nH]c1=O	12.3	nt
CC[C@@H](C)C(C(=O)N1CCN(C(=O)OC(C)(C)C)CC1)n1cc(-c2cn([C@@H](C)C(=O)N3CCN(C(=O)OC(C)(C)C)CC3)nn2)nn1 (stereo not given in full)	-9.6	4.5%
COc1cc(/C=C2/SC(=S)N(CC(=O)NC(C)(C)C)C2=O)cc(OC)c1OC	2.1	-2.0%
CCCCCCCC(=O)NNC(=O)c1ccc([N+](=O)[O-])cc1	5.7	4.2%
Cc1ccc(NC(=O)CSC2=C(C#N)C(c3ccco3)C3=C(CC(C)(C)CC3=O)N2)cc1 (stereo not given)	-6.6	1.1%
COc1ccc(N(CC(=O)NCc2ccccn2)S(=O)(=O)c2ccccc2[N+](=O)[O-])c(OC)c1	11.0	2.9%
CCOC(=O)C1=C(C)NC(=S)NC1c1cc(C)sc1C (stereo not given)	-11.4	11.3%
CCOC(=O)c1ccc(NC(=O)COc2ccc(-n3cnnn3)cc2)cc1	-7.1	6.8%
O=C(CCCN1C(=O)c2ccccc2C1=O)Nc1ccc(Br)cn1	-10.3	-4.6%
c1ccc(SCc2cc(-c3ccccc3)no2)cc1	-8.8	-2.0%
Clc1ccc(Cn2ccc(-c3ccc4c(c3)OCO4)n2)cc1Cl	36.4	1.1%
COc1ccc(Cn2nnnc2C(CC(C)C)N2CCN(c3ccccc3)CC2)cc1 (stereo not given)	-0.3	-0.6%

Looked up by compound from above:
SMILES	RmlCD inh 1536	M. tuberculosis GlmU
O=C(NCc1ccccn1)c1ccc(CS(=O)(=O)Cc2ccc(Cl)cc2)o1	nt	3.5%
NC(=O)COC(=O)c1cccnc1Nc1ccccc1F	2.5	1.4%
O=S(=O)(Nc1nccs1)c1ccc(Nc2nnc(-c3ccccc3)c3ccccc23)cc1	49.9	1.3%
CCOC(=O)c1ccc(NC(=O)COc2ccc(-n3cnnn3)cc2)cc1	-7.1	6.8%

More results.
SMILES	RmlCD inh 1536	M. tuberculosis GlmU
CCCN(CC1CC1)C(=S)NC(=O)C1CC1	nt	-1.0%
COc1ccc(CN2[C@@H](CC(=O)O)c3cc(C(F)(F)F)ccc3S2(=O)=O)cc1	nt	-3.2%
Cc1cc(NO)c(C(C)C)cc1N=O	-6.4	0.5%
CCCNC(=S)N1CCC(n2cnc3ccccc32)CC1	nt	1.8%
Fc1cc(F)c2nc(N3CCCC3)sc2c1	17.7	nt
CCNC(=O)C12CCC(C)(C(=O)O1)C2(C)C (stereo not given)	-10.4	2.4%
COc1ccc(-c2n[nH]c(C)c2-c2cscn2)c(O)c1	5.3	-2.3%
CCOC(=O)/C(C#N)=C/c1cn(CCC(=O)O)nc1-c1ccc(OC)cc1	-16.9	-2.8%
N#C/C(=C\Nc1ccccc1O)c1nc2ccccc2o1	nt	1.7%
CCOC(=O)C(CC(C)C)CP(=O)(O)CNC(=O)OCc1ccccc1 (stereo not given)	1.4	-1.2%
CC(=O)c1cccc(NC(=O)C(=O)Nc2cccc3ccccc23)c1	7.8	2.4%
COc1ccc(CN2CCN(C(=O)c3cc(-c4cccnc4)nc4ccc(Cl)cc34)CC2)c(OC)c1OC	-3.9	-5.2%

A portion of the results above, for reference:
SMILES	RmlCD inh 1536	M. tuberculosis GlmU
CCCCCn1c(CCC(=O)Oc2ccccc2OC)nc2c1c(=O)[nH]c(=O)n2CCCC	-11.2	3.2%
COc1cc(NC(=O)c2ccco2)c(C(=O)OCC(=O)c2c[nH]c3ccccc23)cc1OC	-2.6	2.6%
CCN1CCN(C(=O)c2cc3cc4ccc(OC)cc4nc3s2)CC1	12.8	-3.5%
Cc1ccc2sc3ccc(NC(=O)c4ccccc4Cl)cc3c(=O)c2c1	-0.2	-2.8%
COc1ccccc1C1/C(=C(/O)c2ccccc2)C(=O)C(=O)N1CC(C)O (stereo not given)	20.1	-1.4%
COc1cc(OC)cc(N2C(=O)CSCC2=O)c1	-11.8	5.2%
O=S(=O)(c1cnccc1N1CCN(/N=C/c2ccc(Br)cc2)CC1)N1CCCCC1	10.5	1.6%

2 entries from above, with two lines to a compound:
Values in the order: RmlCD inh 1536 | M. tuberculosis GlmU
> Fc1cc(F)c2nc(N3CCCC3)sc2c1
→ 17.7 | nt
> CCNC(=O)C12CCC(C)(C(=O)O1)C2(C)C (stereo not given)
→ -10.4 | 2.4%
